PREPL inh = human PREPL enzyme inhibition | Q4J6C6 | recombinant PREPL, fluorescence polarization activity-based probe | inhibition, % at 5.96 µM | 320,000 compounds, 0.68% hits | AID 2751; in the data active = inhibition above about 43%;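 note: 0% = enzyme with DMSO and 100% = wells lacking enzyme; many of its hits are not listed in these tables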
GSTO1 inh = blocks human GSTO1 in RBBP9 counter-screen | inhibition, % at 5.96 µM | recombinant GSTO1, activity-based probe fluorescence polarization | P78417 | 300,000 compounds, 1.1% hits;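 active = inhibition above the campaign mean inhibition plus 3 SD, cut at about 35% in these data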;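 note: 0% = GSTO1-1 with DMSO and 100% = wells lacking GSTO1-1 enzyme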
Target sequence (P78417 whole entry, looked up): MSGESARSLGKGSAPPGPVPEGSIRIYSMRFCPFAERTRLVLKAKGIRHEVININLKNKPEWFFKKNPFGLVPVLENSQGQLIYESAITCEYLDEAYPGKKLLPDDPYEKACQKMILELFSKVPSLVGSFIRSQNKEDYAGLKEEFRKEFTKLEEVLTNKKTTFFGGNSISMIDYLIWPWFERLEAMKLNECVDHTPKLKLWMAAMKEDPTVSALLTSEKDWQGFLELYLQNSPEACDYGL
EBNA-1 inh = blocks EBNA-1 binding to DNA | 300,000 compounds, 0.34% hits | inhibition, % at 14.8 µM | EBNA-1 DNA binding, fluorescence polarization | AID 1950; in the data active = inhibition above about 28%
LYPLA1 inh = counter-screen for PME1 inhibitors: inhibitors of human LYPLA1; O75608; recombinant LYPLA1, FP-Rh probe fluorescence polarization; inhibition, % at 5.9 µM; 320,000 compounds, 0.16% hits; AID 2174;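 active = inhibition above the mean of all tested compounds plus 3 SD, set per campaign, cut at about 14% in these data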;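 note: inhibitors block serine hydrolase probe labeling of LYPLA1 so polarization falls; 0% = enzyme with DMSO and 100% = wells lacking LYPLA1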
Target sequence (O75608 whole entry, looked up): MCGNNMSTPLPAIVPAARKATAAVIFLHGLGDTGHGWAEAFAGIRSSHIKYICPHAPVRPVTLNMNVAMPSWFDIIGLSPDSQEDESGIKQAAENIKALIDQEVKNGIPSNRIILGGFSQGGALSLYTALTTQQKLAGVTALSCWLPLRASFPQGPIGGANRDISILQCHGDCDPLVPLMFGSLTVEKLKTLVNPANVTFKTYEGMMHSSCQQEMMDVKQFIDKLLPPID
PAFAH1B3 FP inh = inhibitors of human PAFAH1B3; Q15102; recombinant PAFAH1B3, FP-rhodamine probe, fluorescence polarization; inhibition, % at 3.39 µM; 340,000 compounds, 0.28% hits; AID 492972;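 active = inhibition above the screen-wide average of all tested compounds plus 3 SD, cut at about 25% in these data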;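 note: 0% = enzyme with DMSO only and 100% = wells lacking PAFAH1B3 protein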
Target sequence (Q15102 whole entry, looked up): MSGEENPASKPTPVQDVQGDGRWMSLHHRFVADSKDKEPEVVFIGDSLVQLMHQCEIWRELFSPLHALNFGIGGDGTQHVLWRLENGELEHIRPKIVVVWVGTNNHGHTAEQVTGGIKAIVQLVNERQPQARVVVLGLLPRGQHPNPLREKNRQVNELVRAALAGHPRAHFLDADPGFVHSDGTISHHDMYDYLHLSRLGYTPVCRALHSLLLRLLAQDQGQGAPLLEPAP
PAD4 FP inh = blocks human protein arginine deiminase 4; Q9UM07; 330,000 compounds, 0.41% hits; recombinant PAD4, RCA probe fluorescence polarization; inhibition, % at 6.36 µM;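 active = percent inhibition above a cutoff equal to the mean of all tested compounds plus 3 SD, cut at about 15% in these data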;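 note: 0% = PAD4 with RCA probe and DMSO and 100% = probe without PAD4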
ZTA counter = counter-screen for EBNA-1 inhibitors: inhibitors of Epstein-Barr virus ZTA. inhibition, % at 11 µM. AID 2234. ZTA-DNA binding, fluorescence polarization. 320,000 compounds, 0.15% hits; in the data active = inhibition above about 33%
Target sequence (P03206 whole entry, looked up): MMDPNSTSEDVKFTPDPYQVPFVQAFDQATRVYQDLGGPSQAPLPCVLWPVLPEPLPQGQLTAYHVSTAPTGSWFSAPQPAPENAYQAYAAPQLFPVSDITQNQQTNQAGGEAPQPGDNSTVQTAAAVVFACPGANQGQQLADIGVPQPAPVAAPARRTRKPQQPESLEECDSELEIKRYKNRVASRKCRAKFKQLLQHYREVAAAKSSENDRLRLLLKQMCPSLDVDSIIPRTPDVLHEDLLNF
LYPLA2 inh = counter-screen for PME1 inhibitors: inhibitors of human LYPLA2 | O95372 | recombinant LYPLA2, FP-Rh probe fluorescence polarization | inhibition, % at 5.9 µM | 320,000 compounds, 0.38% hits;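 active = inhibition above the screen-wide mean plus 3 SD, limit set per campaign, cut at about 26% in these data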;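 note: 0% = LYPLA2 with DMSO and 100% = wells lacking LYPLA2 enzyme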
PAFAH2 FP inh = PAFAH2 (human) inhibition. inhibition, % at 3.39 µM. AID 492956. Q99487. 340,000 compounds, 0.99% hits. recombinant PAFAH2, FP-rhodamine activity probe, fluorescence polarization;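 active = inhibition above the mean over all tested compounds plus 3 SD, cut at about 30% in these data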;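 note: inhibitors block probe labeling of enzyme so polarization drops; 0% = enzyme with DMSO and 100% = wells lacking PAFAH2 protein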
* hit, by the source's call; . = not tested or not shown.

SMILES	PREPL inh	GSTO1 inh	EBNA-1 inh	LYPLA1 inh	PAFAH1B3 FP inh	PAD4 FP inh	ZTA counter	LYPLA2 inh	PAFAH2 FP inh
Cc1cc(C)c2c(CC(=O)N(CCC#N)Cc3cccnc3)coc2c1	19	8	4	-1	1	0	5	-4	3
C/C=C/C=C/C(=O)Nc1cccc(C2=NOC3(C2)C[C@H](C(N)=O)N(C(=O)CC(c2ccccc2)c2ccccc2)C3)c1 (some centres not stated)	-5	-7	1	-18	.	2	-3	-36	.
O=C(NCc1ccccc1Cl)C1CCCN(c2nc3ccsc3c(=O)s2)C1 (configuration not stated)	-15	1	-2	-1	.	-2	22	-1	.
O=C(CC1SC(=O)N(Cc2ccccc2)C1=O)Nc1nccs1 (configuration not stated)	-9	7	-4	1	8	-3	-4	0	-2
CC(C)OCCCNC(=O)[C@H]1N2C(=O)c3ccccc3C2SC1(C)C (some centres not stated)	7	7	6	5	9	4	-3	-3	6
Cc1ccc(-c2cccc(NC(=O)C3C(C(=O)O)[C@@H]4C=C[C@H]3C4)c2)o1 (some centres not stated)	-11	1	8	-6	-3	-6	8	-4	-9
CC1CN(Cc2ccccc2)c2nc3c(c(=O)n(CC(N)=O)c(=O)n3C)n2C1 (configuration not stated)	23	5	-1	2	4	-1	-1	6	6
O=c1cc(CSc2ccccc2)nc(-c2ccncc2)[nH]1	2	1	-9	1	2	-12	-3	-1	-5
CCOc1ccc(C(=O)N2CCc3ccccc32)cc1OCC	22	-3	2	-2	6	-5	2	-4	1
COc1ccc(C(CNC(=O)c2cccc3cccnc23)N(C)C)cc1 (configuration not stated)	-3	0	-8	3	1	-3	-16	6	5
Cc1nc2ccc(S(=O)(=O)NC(C(=O)NCc3ccc4c(c3)OCO4)C(C)C)cc2s1 (configuration not stated)	3	13	5	-1	7	8	-14	1	4
O=C(N1CCOCC1)N1CCC(NC(=O)C23CC4CC(CC(C4)C2)C3)CC1	35	4	-15	0	2	-1	5	3	-8
CC(C)(C)c1ccc(C(=O)N2CCN(CCNC(=O)C(=O)NCc3ccccc3)CC2)cc1	-1	0	-1	-1	1	-1	5	-7	0
O=C(NCCc1ccc(F)cc1)c1ccc(NS(=O)(=O)c2ccc3[nH]c(=O)[nH]c3c2)cc1	-12	-113	-5	-1	4	-3	-4	-2	0
Clc1ccc2[nH]cc(-c3nnnn3-c3ccccc3)c2c1	-9	-4	-6	-3	5	-3	-7	-4	-1
CCN(CC)CCOC(=O)c1ccc([N+](=O)[O-])cc1	13	-6	-5	1	6	2	-12	1	-8
COC(=O)c1ccc(S(=O)(=O)NCc2ccc(S(N)(=O)=O)cc2)n1C	8	7	-1	0	5	0	-11	2	11
CCC(C)[C@H](NC(=O)NC(C)C)C(=O)O (some centres not stated)	9	-1	0	0	5	-1	-4	1	-4
COc1ccc(CCNC(=O)COC(=O)/C=C/c2cccs2)cc1OC	-8	0	0	-4	2	-3	5	1	7
CCN(CC(=O)Nc1ccccc1OC)C(=O)Cn1cnc2ccccc2c1=O	-6	-2	6	4	11	-3	0	6	3
C/C(=N/NC(=O)CSc1nc2ccccc2n1C)c1ccc(O)cc1	4	3	16	0	0	-2	-4	1	6
CC(C)C(=O)Nc1ccc(Cl)cc1-c1nc2ccccc2[nH]c1=O	-9	3	-13	-3	7	0	-8	-4	3
COc1ccc(/C=C2\CCCc3c2nc2ccccc2c3C(=O)OCC(=O)c2c(N)n(C)c(=O)n(C)c2=O)cc1	35	-19	6	-14	.	4	25	-33	.
Cc1ccc(NC(=O)COC(=O)C2=NN(c3ccccc3)C(=O)CC2)c(Br)c1	9	.	.	-2	-4	-2	19	5	8
Cc1cc(NC(=O)C(=O)c2cn(C)c3ccccc23)no1	2	3	9	0	3	-2	11	3	-2

Additional compounds follow.
SMILES	PREPL inh	GSTO1 inh	EBNA-1 inh	LYPLA1 inh	PAFAH1B3 FP inh	PAD4 FP inh	ZTA counter	LYPLA2 inh	PAFAH2 FP inh
Cc1c(C(=O)Nc2c(C)n(C)n(-c3ccccc3)c2=O)oc2ccc(Cl)cc12	5	4	-2	-1	3	2	-12	6	4
COC(=O)CC1=NN(c2nc(C)cc(C)n2)C(=O)C1	-2	22	2	5	8	-3	3	8	-2
COc1ccc(OC)c(S(=O)(=O)N(C)CC(=O)Nc2ccc3c(c2)OCCO3)c1	0	3	-6	2	1	-1	9	1	1
O=C(CSc1nnc(-c2ccccc2F)o1)N1CCNC1=O	7	.	.	1	9	0	-2	3	-1
COC(=O)Nc1ncc(CN2CCC(c3ccccc3)CC2)s1	1	18	-7	-2	5	1	10	-1	-9
Cc1cccc(Cn2nc(C)cc2NC(=O)CCCn2ccc([N+](=O)[O-])n2)c1	0	2	-3	2	5	2	-1	7	-4
CCn1ccnc1CNCc1cn(-c2cc(C)ccc2C)nc1-c1ccccc1	3	-1	4	-1	-6	1	1	-7	-3
CN(C)S(=O)(=O)c1ccc(Cl)c(NC(=O)COC(=O)/C=C/c2ccc(S(=O)(=O)N3CCOCC3)cc2)c1	-3	0	2	-4	5	5	-4	-2	31*
Cc1ccc2cc(C#N)c(SCC(=O)NCc3ccco3)nc2c1	-14	-13	-19	-3	-7	-10	-5	-14	-14
Cc1ccc(-n2ncc3c(=O)n(CC(N)=O)cnc32)cc1	1	7	8	-1	5	0	5	1	-2
Fc1ccc(-[n+]2nc(Nc3ccccc3)sc2-c2c(Cl)cccc2Cl)cc1	-9	2	-7	-2	5	5	-12	-9	9
Cc1c(C(=O)NCC2COc3ccccc3O2)oc2ccc(S(=O)(=O)N3CCOCC3)cc12 (configuration not stated)	-7	-6	-8	10	1	3	-19	8	-7
O=C(CN1CCN(Cc2ccccc2Cl)CC1)N/N=C/c1cccs1	-6	7	-2	2	.	2	-4	5	.
COC(=O)C1CCN(C(=O)CSc2nnc(-c3ccccc3)o2)CC1	-2	8	3	5	5	-1	3	6	5
C=CCN1C(=O)C(Cc2ccc(F)cc2)S/C1=N/N=C/c1cccs1 (configuration not stated)	-9	0	3	-2	-4	2	-11	1	-8
Cc1ccc(S(=O)(=O)N(C)CC(=O)NCC(c2ccc(F)cc2)N2CCOCC2)cc1 (configuration not stated)	3	.	.	5	-2	3	-2	3	8
COc1ccc(NC(=O)COC(=O)Cc2c(F)cccc2Cl)cc1	7	3	-11	-1	10	-1	6	0	7
c1csc(-c2nnc(Cc3cccc4ccccc34)o2)c1	1	-3	4	4	1	-6	6	5	4
COc1ccc(OC)c(S(=O)(=O)Nc2ccccc2F)c1	0	-3	-7	4	13	2	-10	5	0
CCCCn1c(N)c(N(CC)C(=O)c2cc(OC)cc(OC)c2)c(=O)[nH]c1=O	9	3	7	4	5	0	-4	5	6
Cc1cc(C)n(-c2ccc(Oc3ccccc3)c(S(=O)(=O)O)c2)n1	-14	8	-12	-1	-1	-4	-5	-1	5
CC(=O)NCCC(=O)Nc1nc2ccc(Oc3ccccc3)cc2s1	7	-5	-1	0	5	0	1	3	-2
Cc1c(Cl)cccc1NC(=O)Nc1c(C)n(C)n(-c2ccccc2)c1=O	3	5	15	2	1	1	7	4	0
Cc1ccc(CNC(=O)c2ccc(CNc3c(N4CCCC4)c(=O)c3=O)cc2)cc1	6	5	9	-1	6	-1	4	0	3
COc1cc(C(=O)COC(=O)Cc2cnc3sccn23)cc(OC)c1OC	-2	6	-2	2	2	1	14	6	-1

Looked up by compound from the list above, 4 records:
SMILES	PREPL inh	GSTO1 inh	EBNA-1 inh	LYPLA1 inh	PAFAH1B3 FP inh	PAD4 FP inh	ZTA counter	LYPLA2 inh	PAFAH2 FP inh
Cc1ccc(CNC(=O)c2ccc(CNc3c(N4CCCC4)c(=O)c3=O)cc2)cc1	6	5	9	-1	6	-1	4	0	3
O=C(CN1CCN(Cc2ccccc2Cl)CC1)N/N=C/c1cccs1	-6	7	-2	2	.	2	-4	5	.
c1csc(-c2nnc(Cc3cccc4ccccc34)o2)c1	1	-3	4	4	1	-6	6	5	4
Cc1c(C(=O)NCC2COc3ccccc3O2)oc2ccc(S(=O)(=O)N3CCOCC3)cc12 (configuration not stated)	-7	-6	-8	10	1	3	-19	8	-7

Next section:
SMILES	PREPL inh	GSTO1 inh	EBNA-1 inh	LYPLA1 inh	PAFAH1B3 FP inh	PAD4 FP inh	ZTA counter	LYPLA2 inh	PAFAH2 FP inh
CCC(C)NC(=O)C1CCC(CNS(=O)(=O)c2ccccc2)CC1 (configuration not stated)	-10	4	-16	-6	8	-3	-4	4	-2
CCN(C(=O)COc1cc(=O)n(CC)c2ccccc12)c1cccc(Cl)c1	8	30	-4	-5	1	-1	3	11	15
C=CCC1NCCc2c(Br)cccc21 (configuration not stated)	7	3	6	0	10	-1	0	7	14
Cc1nn(-c2nc(-c3ccco3)cc(C(F)(F)F)n2)c(C)c1Br	-7	-4	11	2	8	-4	8	2	2
CCCCNC(=O)c1sc(=S)n2c1[nH]c(=O)c1ccccc12	17	-110	-10	5	31*	-2	0	7	38*
COc1cccc(-c2nc(CS(=O)(=O)CC(=O)NCCCN3CC(C)CC(C)C3)c(C)o2)c1 (configuration not stated)	6	8	-10	1	-2	-3	-8	11	-3
CCOc1ccc(N(CC)S(=O)(=O)c2ccc3c(c2)oc(=O)n3C)cc1	12	2	-5	2	-1	-2	0	4	-6
CC(C)[C@H](NS(=O)(=O)c1ccccc1)C(=O)OCC(=O)N1N=C(c2ccc(Cl)cc2)CC1c1ccco1 (some centres not stated)	-2	4	4	-8	0	-20	-15	-7	0
COCC(C)n1c(SCC(=O)N2CCc3ccccc3C2)nc2ccccc2c1=O (configuration not stated)	28	7	12	-2	-4	0	-1	3	-3
O=C(Cn1cnc2ccccc2c1=O)NNC(=O)c1ccccc1	10	6	2	1	.	6	-7	4	.
CC1(c2nnc(-c3ccccc3)o2)CC(c2ccncc2)=NO1 (configuration not stated)	4	7	-6	-2	-2	-4	-25	-4	0
COCCn1nnnc1C(c1ccc(O)c(OC)c1)N1CCc2ccccc2C1 (configuration not stated)	11	3	-3	1	-3	2	7	5	0
COCCC(=O)N1CCC(Oc2ccc(C(=O)NCCC3=CCCCC3)cc2)CC1	-2	-2	-12	-1	6	3	-2	4	6
O=C(CNC(=O)c1ccc([N+](=O)[O-])cc1)c1ccccc1	9	2	-6	0	-1	-3	15	5	8
CN1CCN(c2nc3ccccc3nc2C(C#N)S(=O)(=O)c2ccccc2)CC1 (configuration not stated)	1	-3	0	0	.	-5	18	4	.
COC(=O)CSc1nc(N)c(C#N)c(CC(C)C)c1C#N	13	-12	-5	0	6	-1	-3	-9	2
Clc1ccc(C2[C@H]3CN(Cc4cccnc4)[C@H](c4ccccc4)C34CC2(c2ccccc2)C4)cn1 (some centres not stated)	-3	-10	4	0	-7	2	2	-3	-8
CCCCS(=O)(=O)N1C2=NC(C(=O)OC)=C(C(=O)OC)[C@@H]3N(C)c4ccc(OC)cc4[C@]23C[C@H]1C(=O)OC	15	3	3	-6	1	-1	-18	0	-1
Cc1cc(Br)ccc1OCC(=O)NNC(=O)c1ccc(NC(=O)C2CC2)cc1	-6	-2	3	-1	4	0	2	4	6
CC(C)=CC(=O)OCc1csc(CC(=O)Nc2ccccc2C)n1	1	7	2	-2	6	-3	-3	-3	-4
O=C(Cc1csc(N2CCOCC2)n1)N/N=C/c1ccc(Cl)cc1Cl	36	4	12	-2	-2	-3	11	5	2
Clc1ccc(OCCOCCOc2cccc3cccnc23)c(Br)c1	-15	5	-6	-6	-2	-2	7	3	8
CCc1ccc(NC(=O)Cn2nnc(C(=O)NCc3ccc(OC)cc3)c2N)cc1	-5	1	-16	-1	2	-9	-4	2	9
COc1ccc(CNC(=O)CCC2N=C3c4ccccc4N=C(SCC(=O)NCC4CCCO4)N3C2=O)cc1 (configuration not stated)	7	2	-8	-3	1	1	-3	4	-2
CC1=C(C#N)C(c2ccc(O)cc2)C2=C(CCCC2=O)N1 (configuration not stated)	0	4	4	0	5	1	-13	3	0

Bioassay records from PubChem.

An excerpt; the hit share may differ from the screen's.
